Xi reactivation: X-chromosome reactivation activator; XiGFP mouse fibroblasts, % GFP-positive cells imaging, 3 d; cells co-treated with 5-aza-dC sensitizer; scaled so ellipticine positive control = 100%; activation, % at 7.58 µM; hit rate 0.055% among 360,000; AID 743238;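 active = mean normalized replicate activation at least 10% and every replicate at or above 10%; inconclusive = only one of the two criteria met; inactive = mean below 10% and not all replicates reach 10%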;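 also: 0% = median of on-plate neutral control wells and 100% = ellipticine 6 µM median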
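System: 68-5-11 XiGFP fibroblast line | Buffer or medium: DMEM containing 5-aza-dC | Compound: Single point | Times: Compounds 3 days, fix/stain 15 min at room temperature | Benchmarks: Positive control ellipticine, 6 µM final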
esBAF inh: SWI/SNF esBAF complex inhibition; hit rate 2% among 350,000; mouse ES cells, Bmi1-luciferase knock-in reporter, 24 h; 100% = twice the neutral-well signal; AID 602393; reporter increase, % at 12.5 µM; in the data active = activation above about 40%; inconclusive = no clear call, values can overlap the other calls;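 also: 0% = median of the plate's neutral control wells and 100% = double that signal; a rise in the Bmi1 reporter signal indicates esBAF inhibition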
S100A4 inh HTS: blocks human S100A4 binding to myosin IIA peptide; P26447; S100A4/TAMRA-MyoIIA peptide fluorescence polarization; inhibition, % at 10.7 µM; hit rate 0.14% among 360,000; AID 652163;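 active = mean inhibition of at least 70% across replicates, with every replicate also reaching that level; inconclusive = mean inhibition reaches 70% but some replicates fall short; inactive = mean inhibition below 70%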
Target sequence (P26447 whole entry, looked up): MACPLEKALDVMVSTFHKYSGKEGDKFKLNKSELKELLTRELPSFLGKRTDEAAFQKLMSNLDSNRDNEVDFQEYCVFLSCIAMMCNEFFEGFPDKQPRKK
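Compound dosing: one dose per compound; test system: human S100A4 monomer with TAMRA-labelled myosin IIA peptide; probe or stimulus: TAMRA-labelled myosin IIA heavy-chain peptide probe, 5 nM; medium: HEPES buffer with Ca2+, pH 7.2; schedule: 5 min incubation before reading; benchmarks: neutral control DMSO, positive control TFP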
RAD52 inh: RAD52 (human) annealing inhibition; P43351; recombinant RAD52 DNA annealing, FRET fluorescence; inhibition, % at 18.7 µM; hit rate 0.46% among 360,000; AID 651710;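 active = every replicate showing at least 50% inhibition; inconclusive = mean inhibition at least 50% but not in every replicate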
RAD54 branch: inhibitors of human RAD54 branch migration; hit rate 0.14% among 360,000; AID 602329; inhibition, % at 10.4 µM; RAD54 Holliday junction branch migration, FAM/BHQ fluorescence; Q92698;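 active = mean normalized replicate activity at least 40 and at least half of replicates scoring 40 or more; inconclusive = only one of the two criteria met; inactive = mean below 40 and under half of replicates reaching 40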;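 also: 0% = median of neutral control wells and 100% = median of positive control wells; inhibitors cause a drop in the FAM fluorescence signal; in these data hits start at about 50%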
FN deposit inh: fibronectin deposition inhibition; AH1F fibroblasts, Alexa488-fibronectin deposition fluorescence, overnight; inhibition, % at 12.6 µM; hit rate 0.086% among 350,000;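 active = mean inhibition across replicates of 30% or more, regardless of how many single replicates reach that level; inconclusive = mean under 30% yet at least half of replicates reach 30%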;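 also: positive control wells lacked labelled fibronectin entirely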
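test system = AH1F fibroblasts assembling fluorescent fibronectin matrix | quantity = 10000 AH1F cells per well | buffer or medium = DMEM plus 2% serum, read in PBS | doses = single dose, pinned | incubation = 1 h cell attachment, overnight exposure to compound and label | detection = fluorescence at 485 nm excitation, 525 nm emission | read-out basis = inhibition from reduced deposited-fibronectin fluorescence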
EWS-Fli inh: blocks EWS/Fli oncoprotein-driven transcription | AID 651661 | hit rate 0.67% among 350,000 | inhibition, % at 12.6 µM | A673 NR0B1-luciferase reporter, viability-normalised;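 active = mean inhibition of at least 50% after viability correction, with every replicate also passing that limit; inconclusive = mean reaches 50% but only one of two replicates passes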;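 also: firefly luciferase signal divided by Alamar Blue viability fluorescence both relative to DMSO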
E-selectin induc: induces E-selectin expression in human endothelial cells; hit rate 0.37% among 260,000; AID 686992; HUVEC E-selectin immunofluorescence imaging; normalized: neutral wells 0, TNF-alpha wells 100; activation, % at 7.58 µM;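 active = mean E-selectin-positive cell signal at least 10% of the positive control, reached in at least 60% of replicates, without over 20% cell loss; inconclusive = no rule given, readout overlaps actives, possibly toxicity-flagged; inactive = the rest, including those meeting only one limit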;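 also: in these data hits start at about 27%; measured in HUVEC primary endothelial cells; signal is the percent of cells scored E-selectin positive by PE staining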
Target sequence (P16581 whole entry, looked up): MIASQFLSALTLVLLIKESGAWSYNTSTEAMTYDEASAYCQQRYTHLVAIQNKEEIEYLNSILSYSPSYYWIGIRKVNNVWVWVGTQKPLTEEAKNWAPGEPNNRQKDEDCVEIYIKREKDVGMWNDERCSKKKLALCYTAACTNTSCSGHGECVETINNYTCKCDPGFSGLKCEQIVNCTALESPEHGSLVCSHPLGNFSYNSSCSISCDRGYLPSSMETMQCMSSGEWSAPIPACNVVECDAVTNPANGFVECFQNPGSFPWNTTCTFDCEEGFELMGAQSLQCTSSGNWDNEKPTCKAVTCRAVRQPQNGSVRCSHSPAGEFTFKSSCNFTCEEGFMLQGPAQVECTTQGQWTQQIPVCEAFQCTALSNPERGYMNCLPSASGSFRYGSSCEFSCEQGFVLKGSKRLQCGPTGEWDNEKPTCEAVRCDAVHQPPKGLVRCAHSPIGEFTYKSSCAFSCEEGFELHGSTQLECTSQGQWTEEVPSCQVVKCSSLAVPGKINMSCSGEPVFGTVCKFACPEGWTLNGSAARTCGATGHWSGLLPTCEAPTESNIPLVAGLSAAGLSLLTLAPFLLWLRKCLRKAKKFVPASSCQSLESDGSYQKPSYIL
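System: HUVEC, human umbilical vein endothelial cells; quantity: 3,000 cells/well; buffer or medium: EGM-2 medium, gelatin-coated wells; dosing: single-point compound dose; detection: immunofluorescence imaging; evaluation: % PE-positive cells; benchmarks: TNF-alpha, DMSO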
Numbers without * were called inactive; ? = inconclusive; . = no result given; & = joins results of further samples.

1. Cc1noc(C)c1S(=O)(=O)N(C)C[C@H]1Oc2ccc(NS(=O)(=O)c3ccc(F)cc3)cc2CC(=O)N([C@H](C)CO)C[C@H]1C
2. C[C@H]1CN([C@@H](C)CO)C(=O)c2cc(NC(=O)C3CC3)ccc2O[C@H]1CN(C)S(C)(=O)=O
3. COc1ccc(C(=O)NCC(=O)NCC(=O)OCC(=O)c2ccc(Br)cc2)cc1
4. CC(=O)N(CCC1(c2ccc(C)cc2)CCOC(C(C)C)C1)Cc1ccco1 (configuration not stated)
5. CCC(=O)N1CCCCN2[C@H](C1)[C@H](c1ccc(C#Cc3cccnc3)cc1)[C@@H]2CO
6. CC(Oc1ccccc1)C(=O)NC1CCSc2ccccc21 (configuration not stated)
7. C[C@@H]1CN(c2ccc(N3CCN(C(=O)OC(C)(C)C)C[C@@H]3C)cc2C#N)CCN1Cc1ccccc1
8. CCc1nc2ccc(C(=O)N3CCN(c4cc(C)ccc4C)CC3)cc2nc1CC
9. O=C(Nc1ccncc1)c1c(F)c(F)c(F)c(F)c1F
10. COc1ccc(OCC(=O)NNC(=O)C2CCN(c3ncnc4sc(C)c(C)c34)CC2)cc1

entry no.	1	2	3	4	5	6	7	8	9	10
Xi reactivation	0.4	0.1	0.2	0.0	0.2	0.0	0.3	0.0	0.6	-0.1
esBAF inh	0.4	5.4	.	-6.8	-4.3	-0.8	.	-0.6	-1.8	-5.3
S100A4 inh HTS	-3.7	3.9	-3.2	-2.2	-2.6	-1.4	-14.9	-0.6	6.8	11.0
RAD52 inh	5.0	11.0	-21.3	-8.9	-2.1	-2.1	-9.1	-6.6	-11.9	-17.9
RAD54 branch	.	-12.3	-7.4	-4.2	-17.1	5.2	.	11.0	-3.0	-2.6
FN deposit inh	.	.	7.0	-2.2	.	3.8	2.3	-2.7	10.3	-1.0
EWS-Fli inh	-0.4	1.1	4.3	14.4	-1.0	5.1	28.4	-2.5	27.8	9.7
E-selectin induc	-0.2	-0.4	-0.1	0.2	-0.3	.	0.2	-0.1	1.3	-2.1

11. C[C@@H]1O[C@@H](OC[C@H]2O[C@@H](Oc3c(-c4ccc(O)cc4)oc4cc(O)cc(O)c4c3=O)[C@H](O)[C@@H](O)[C@@H]2O)[C@H](O)[C@H](O)[C@H]1O
12. C/C(=N\Nc1ccc2nncn2n1)c1ccc(Br)s1
13. CC(=O)c1cccc(NC(=O)CC2CCCC2)c1
14. COc1ccc(N2CCN(C(=O)C3CCN(C(=O)c4ccccc4Cl)CC3)CC2)cc1
15. O=C(NCc1nnc(SCC(=O)N2CCc3ccccc32)o1)c1ccco1
16. O=C(C1CCCC1)N1CCCCN2[C@H](CO)[C@H](c3ccc(-c4cccc(F)c4)cc3)[C@@H]2C1
17. COC(=O)[C@@H](N)CS
18. CC1CCc2c(sc(N)c2C(N)=O)C1 (configuration not stated)
19. COc1ccc(-c2ccc([C@@H]3[C@@H](CO)N4C(=O)CN(C(=O)NC(C)C)C[C@H]34)cc2)cc1
20. CCCCn1c(N)c(N(CCOC)C(=O)CSCc2cccc(C)c2)c(=O)[nH]c1=O

entry no.	11	12	13	14	15	16	17	18	19	20
Xi reactivation	.	0.2	0.1	0.2	0.2	.	0.0	.	0.2	0.0
esBAF inh	1.9	.	-7.3	3.6	-7.3	.	-1.4	3.4	.	.
S100A4 inh HTS	4.6	-1.1	1.7	-12.8	-1.3	13.7	-9.1&0.5	-0.9	66.3	-2.1
RAD52 inh	-9.6	-14.8	3.6	-19.7	-12.1	27.4	-9.6	-24.6	-5.0	5.2
RAD54 branch	-1.2	3.0	2.1	-14.4	3.5	-8.6	1.8	-3.8	.	.
FN deposit inh	.	4.2	6.0	2.4	-6.4	.	-1.2	.	.	5.5
EWS-Fli inh	-10.6	14.3	-13.8	-5.7	-3.5	-2.0	-9.0	8.4	.	-7.1
E-selectin induc	.	-0.2	.	.	1.5	.	-0.1	.	0.6	.

Screen by screen, from the results shown:
Entries 9 to 14 in esBAF inh: -1.8, -5.3, 1.9, ., -7.3, 3.6
Entries 9 to 14 in S100A4 inh HTS: 6.8, 11.0, 4.6, -1.1, 1.7, -12.8
Entries 9 to 14 in Xi reactivation: 0.6, -0.1, ., 0.2, 0.1, 0.2

Arranged by SMILES length (highest first): some entries from above
19. COc1ccc(-c2ccc([C@@H]3[C@@H](CO)N4C(=O)CN(C(=O)NC(C)C)C[C@H]34)cc2)cc1
14. COc1ccc(N2CCN(C(=O)C3CCN(C(=O)c4ccccc4Cl)CC3)CC2)cc1
15. O=C(NCc1nnc(SCC(=O)N2CCc3ccccc32)o1)c1ccco1

entry no.	19	14	15
Xi reactivation	0.2	0.2	0.2
esBAF inh	.	3.6	-7.3
S100A4 inh HTS	66.3	-12.8	-1.3
RAD52 inh	-5.0	-19.7	-12.1
RAD54 branch	.	-14.4	3.5
FN deposit inh	.	2.4	-6.4
EWS-Fli inh	.	-5.7	-3.5
E-selectin induc	0.6	.	1.5

Further compounds:
21. C[C@@H]1CN([C@@H](C)CO)C(=O)c2cc(NC(=O)Nc3ccc(F)cc3)ccc2O[C@@H](C)CCCCO[C@@H]1CN(C)Cc1ccc(C(F)(F)F)cc1
22. C/C(=N\Nc1ccc(F)cc1F)c1ccc(Br)s1
23. O=C(NN1S(=O)(=O)c2ccccc2S1(=O)=O)c1ccc(Br)cc1
24. COc1ccccc1NC(=O)c1ccc2c(O)c(S(=O)(=O)c3ccccc3)c(=O)[nH]c2c1
25. O=C(NC1CCC1)[C@@H]1[C@@H](CO)[C@@H]2Cn3c(ccc(/C=C/c4ccccc4)c3=O)[C@@H]2N1Cc1ccncc1
26. C/C(N)=C(/C#N)C(=O)COC(=O)c1cccc2ccccc12
27. C[C@H](CO)N1C[C@H](C)[C@H](CN(C)C(=O)C2CCC2)Oc2cc(C#Cc3ccncc3)ccc2S1(=O)=O
28. O=S1(=O)CCN2C(c3cccc4ccccc34)=CSC2=N1
29. COc1ccc(S(=O)(=O)NCc2ccccn2)cc1NC(=O)c1ccccc1
30. C[C@@H]1CN([C@H](C)CO)C(=O)c2cc(N(C)C)ccc2O[C@@H](C)CCCCO[C@@H]1CN(C)Cc1ccccc1

entry no.	21	22	23	24	25	26	27	28	29	30
Xi reactivation	0.1	0.0	-0.6	0.0	0.0	0.0	2.0	0.1	0.6	-0.1
esBAF inh	-0.2	-1.2	.	-0.3	0.2	.	1.1	.	-19.9	9.2
S100A4 inh HTS	3.9	2.0	-2.0	1.4	-6.2	0.9	-40.5	-3.0	-3.4	-0.3
RAD52 inh	-28.3	2.6	-23.5	-17.5	-24.7	-9.6	-17.5	-1.9	-16.5	4.5
RAD54 branch	-3.9	0.8	.	-17.0	-1.1	2.3	-3.0	.	-0.5	-3.5
FN deposit inh	-1.0	-0.6	5.2	-6.1	.	2.3	-14.3	1.2	-2.0	.
EWS-Fli inh	8.5	-7.3	4.2	-5.5	11.1	4.6	3.6	-9.6	30.2	2.1
E-selectin induc	.	.	3.7	.	-0.1	0.5	-2.3	.	0.0	0.1

31. O=C(Nc1ccc2nn(-c3ccccc3)nc2c1)c1cccs1
32. O=c1c2ccccc2[nH]c(=S)n1Cc1ccccc1Cl
33. COc1cccc(NC(=O)CN(C)C(=O)Cc2n[nH]c(=O)c3ccccc23)c1
34. COc1ccc(NC(=O)N(C)C[C@@H]2OCc3ccccc3-c3c(n(C)c4ccccc34)C(=O)N([C@@H](C)CO)C[C@H]2C)cc1
35. CCC(C)(C)NC(=O)C(c1ccc(C)cc1)N(CC1CCCO1)C(=O)c1csnn1 (configuration not stated)
36. O=C(Nc1ccc(F)cc1)Oc1ccccc1N1CCOCC1
37. C[C@@H]1CN([C@@H](C)CO)C(=O)c2cc(NS(=O)(=O)c3ccc(F)cc3)ccc2O[C@@H](C)CCCCO[C@@H]1CN(C)S(=O)(=O)c1cccs1
38. COc1ccc2c3c(n(C)c2c1)[C@@H](CO)N(C(=O)c1ccncc1)CC31CN(C)C1
39. C[C@@H]1CN([C@H](C)CO)C(=O)c2cccc(NS(=O)(=O)c3ccc(F)cc3)c2O[C@H]1CN(C)S(=O)(=O)c1cccs1
40. Cc1ccc(C(=O)CN2C(=O)NC3(CCOc4ccccc43)C2=O)s1 (configuration not stated)

entry no.	31	32	33	34	35	36	37	38	39	40
Xi reactivation	.	0.0	0.3	0.2	0.0	0.0	0.1	0.3	-1.2	-0.1
esBAF inh	?	-2.6	-2.2	2.9	-4.1	.	5.5	.	-5.7	2.1
S100A4 inh HTS	-6.7	-2.0	-19.3	9.3	-3.0	0.7	-9.3	4.9	4.2	0.2
RAD52 inh	-7.6	-1.0	-17.2	9.9	-12.7	-8.8	-5.6	44.6	10.2	-16.8
RAD54 branch	-1.4	1.2	0.5	5.9	-2.4	.	5.6	.	-3.6	-3.1
FN deposit inh	.	11.1	-5.3	7.5	-0.7	-2.1	11.0	.	5.8	7.3
EWS-Fli inh	-131.1	0.7	5.7	12.3	-20.6	3.9	2.6	2.8	12.5	7.8
E-selectin induc	.	-0.1	.	-0.2	-0.1	.	.	-0.1	-3.0	-1.6

41. O=[N+]([O-])c1ccc(Sc2n[nH]c(-c3ccncc3)n2)nc1
42. CC1(Cc2cccc(F)c2)C(=O)Nc2ccc(OC(F)(F)F)cc21 (configuration not stated)
43. Cc1cccc(CCN2C(N(C)C)=NC[C@@H]2C)c1
44. COC(=O)[C@]1(CC(C)C)N[C@H](c2ccc(SC3CCCCC3)cc2)[C@@H]2C(=O)N(C)C(=O)[C@@H]21
45. Cc1ccc(S(=O)(=O)NCc2ccc(C(=O)NCCN(Cc3ccccc3)C(C)C)cc2)cc1
46. O=C(C[C@@H]1CC[C@@H]2[C@H](COC[C@H](O)CN2S(=O)(=O)c2cccc(Cl)c2)O1)Nc1ccc(-c2ccccc2)cc1
47. Cc1ccnc(NC(=O)CCC(=O)c2cccs2)c1
48. O=C(Nc1ccc(-n2cccn2)cc1)C1CCCCN1Cc1cccc2cccnc12 (configuration not stated)

entry no.	41	42	43	44	45	46	47	48
Xi reactivation	0.0	0.0	-0.2	0.3	-0.3	0.0	0.0	0.0
esBAF inh	.	2.1	0.4	-8.8	3.2	13.7	-73.8	17.4
S100A4 inh HTS	7.1	-5.6	5.8	0.6	-0.6	-15.3	13.9	-2.4
RAD52 inh	-12.4	-5.1	-0.7	-3.3	-8.6	-7.7	-9.0	-4.1
RAD54 branch	.	-4.5	2.4	4.6	4.7	8.8	-13.9	2.1
FN deposit inh	-20.4	-11.6	8.3	1.3	1.1	-2.2	6.4	-1.9
EWS-Fli inh	-3.1	13.1	0.5	6.5	7.1	-2.5	77.6*	-2.9
E-selectin induc	-0.1	0.3	-0.1	-0.1	5.6	0.6	-1.0	.
